GPR7 antagonist – blocks human GPR7 receptor signaling | P48145 | GPR7-expressing cells, fluorescence antagonist assay | inhibition, % at 4.4 µM | 290,000 tested, 1.1% active | AID 1861; in the data active = inhibition above about 16%, passing the limit was not always enough;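 also: cells stimulated with the agonist NPW; 0% = agonist with vehicle and 100% = vehicle without agonist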
Target sequence (P48145 whole entry, looked up): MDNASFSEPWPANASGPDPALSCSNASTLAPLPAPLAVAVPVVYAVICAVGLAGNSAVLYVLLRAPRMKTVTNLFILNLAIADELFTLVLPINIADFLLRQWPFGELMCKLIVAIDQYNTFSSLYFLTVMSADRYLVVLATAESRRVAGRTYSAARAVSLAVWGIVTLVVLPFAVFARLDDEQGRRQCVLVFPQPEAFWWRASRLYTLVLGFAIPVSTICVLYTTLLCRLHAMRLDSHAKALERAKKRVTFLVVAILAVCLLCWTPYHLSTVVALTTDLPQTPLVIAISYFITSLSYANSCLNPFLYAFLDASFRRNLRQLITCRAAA
M1 ag parental – nonselective activator or artifact in parental CHO-K1 cells | Fluo-8 calcium fluorescence; scaled to maximal ATP response, vehicle zero | activation, % at 3 µM | 360,000 tested, 0.48% active; in the data active = activation above about 15%;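 also: untransfected CHO-K1 host cells lacking M1 receptor as counterscreen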
CHO-K1 Ca antag – nonselective inhibitor or artifact in parental CHO-K1 cells; inhibition, % at 3 µM; ATP-induced calcium, Fluo-8 fluorescence; 360,000 tested, 0.6% active;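 active = inhibition above a per-plate cutoff, the plate's mean sample inhibition plus 3 SD, cut at about 24% in these data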;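 also: 0% = DMSO plus EC80 ATP and 100% = DMSO alone without ATP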
TAAR1 antag – antagonists of human TAAR1; 360,000 tested, 1.5% active; CHO RD-HGA16 TAAR1, Fluo-8 calcium fluorescence, antagonist; inhibition, % at 3 µM; AID 624466;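 active = inhibition above a per-plate cutoff, the mean inhibition of test compounds on that plate plus 3 SD, cut at about 49% in these data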;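 also: 0% = DMSO plus EC80 beta-PEA response and 100% = DMSO alone without agonist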
Target sequence (Q96RJ0 whole entry, looked up): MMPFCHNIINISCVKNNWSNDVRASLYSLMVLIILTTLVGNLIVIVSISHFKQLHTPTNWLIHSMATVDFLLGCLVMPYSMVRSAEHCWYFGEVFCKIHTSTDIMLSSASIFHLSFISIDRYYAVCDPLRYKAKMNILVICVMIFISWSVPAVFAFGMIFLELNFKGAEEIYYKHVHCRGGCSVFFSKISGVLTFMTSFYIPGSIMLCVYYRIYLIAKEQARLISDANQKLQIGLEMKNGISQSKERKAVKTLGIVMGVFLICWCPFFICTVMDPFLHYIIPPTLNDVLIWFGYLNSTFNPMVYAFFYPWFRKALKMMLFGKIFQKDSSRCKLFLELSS
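Test system – hTAAR1-expressing CHO RD-HGA16 cells, Gα16-coupled · Reagent – β-PEA at EC80 concentration, post-compound challenge · Compound dosing – 3 µM, single point · Timing – 140 s kinetic read after compound, 140 s after agonist · Detection – Fluo-8 intracellular calcium dye fluorescence, real-time kinetic reads · Control set – DMSO and EC80 PEA controls · Repeats – n of 1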
OXTR potentiator – potentiates the human oxytocin receptor response; CHO-OTR cells, Fluo-8 calcium fluorescence, potentiator mode; 0% = oxytocin EC15, 100% = EC100; activation, % at 3 µM; 320,000 tested, 0.061% active;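 active = activation above that plate's cutoff, the mean activation of tested compounds plus 3 SD, cut at about 6.6% in these data, passing the limit was not always enough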;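 also: 100% uses oxytocin at 75 nM as the full agonist control; some results filed as inactive read as strong as hits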
Target sequence (P30559 whole entry, looked up): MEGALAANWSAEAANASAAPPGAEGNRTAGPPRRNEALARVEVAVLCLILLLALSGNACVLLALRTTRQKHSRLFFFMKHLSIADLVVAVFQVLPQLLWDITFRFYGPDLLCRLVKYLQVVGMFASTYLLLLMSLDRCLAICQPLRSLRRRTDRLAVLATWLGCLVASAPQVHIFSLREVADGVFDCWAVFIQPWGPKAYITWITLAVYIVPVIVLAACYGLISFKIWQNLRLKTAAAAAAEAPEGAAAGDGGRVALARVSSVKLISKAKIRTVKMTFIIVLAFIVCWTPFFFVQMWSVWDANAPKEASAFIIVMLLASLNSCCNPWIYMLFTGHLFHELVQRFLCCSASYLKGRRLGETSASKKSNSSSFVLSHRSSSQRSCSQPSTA
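Assay system: CHO-OTR cells, human receptor / Also added: oxytocin at about EC15, sub-maximal agonist stimulus / Dosing: single dose, 3.0 µM nominal final compound concentration / Incubation: 6 min pre-incubation, 100 s read / Technique: Fluo-8 calcium dye fluorescence / Read-out: % activation vs EC15 and EC100 oxytocin / Benchmarks: EC15 oxytocin low, 75 nM oxytocin high / Replicates: singlicate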
OXTR ag – agonists of human oxytocin receptor | 320,000 tested, 0.32% active | CHO-OTR cells, Fluo-8 calcium fluorescence; normalized: DMSO 0%, oxytocin 100% | activation, % at 3 µM | P30559;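 active = activation above the mean of all tested compounds plus 3 SD, cutoff set per screening run, cut at about 20% in these data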;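 also: peak over basal fluorescence ratio from a 100 s FLIPR kinetic read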
CHO parental Ca – signal in parental CHO cells, OX1R antagonist counter-screen | 330,000 tested, 0.63% active | inhibition, % at 5.6 µM | AID 463079 | parental CHO-K1, ATP-induced calcium, Fluo-8 fluorescence;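 active = inhibition above that plate's mean sample inhibition plus 3 SD, cut at about 26% in these data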;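 also: 0% = ATP-challenged DMSO wells and 100% = DMSO wells without ATP; some compounds past the cut are filed as inactive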
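Test system: parental CHO cells; detection: calcium-sensitive Fluo-8 fluorescence; evaluation: percent inhibition of calcium signal; also added: ATP as calcium-mobilizing challenge; repeats: one well per compound; control set: ATP-challenged DMSO wells low, unchallenged DMSO wells high; compound: single nominal dose of 5.6 µM per compound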
V1aR counter – V1a receptor agonism, counter-screen for OXTR agonists | P37288 | CHO-V1R cells, Fluo-8 calcium fluorescence, agonist mode; 0% DMSO, 100% 3 nM vasopressin | activation, % at 3 µM | 320,000 tested, 0.25% active | AID 2797;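 active = activation above the mean activation of all tested compounds plus 3 SD, per screening run, cut at about 20% in these data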;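 also: signal is peak over basal fluorescence ratio across a 100 second FLIPR read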
CHO-K1 Ca PAM – nonselective activator or artifact in parental CHO-K1 calcium assay; ATP EC20, Fluo-8 calcium fluorescence; 0% at ATP EC20, 100% at ATP max; activation, % at 3 µM; 360,000 tested, 0.02% active; AID 602247;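 active = activation above the run cutoff, the mean activation of all test compounds plus 3 SD, cut at about 40% in these data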;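 also: peak over basal fluorescence ratio in a 140 s read after ATP addition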
Numbers without * were called inactive; x = not tested or not shown. Hits appear at their usual frequency. Share with any hit: about 3.5%.

entry	canonical_smiles	GPR7 antagonist	M1 ag parental	CHO-K1 Ca antag	TAAR1 antag	OXTR potentiator	OXTR ag	CHO parental Ca	V1aR counter	CHO-K1 Ca PAM
1	CC1(C(=O)Nc2ccc(F)cc2F)CCN1C(=O)Cc1ccccc1 (stereo unspecified)	x	-0.1	1	-34	x	x	x	x	14
2	Cc1csc(NC(=O)Nc2ccccc2[N+](=O)[O-])n1	2	0.2	-4	10	-5	-0.7	-16	0.9	0
3	Cc1ccc(-c2nnc(N3CCCCCC3)c3ccccc23)cc1	-2	-0.6	-9	14	-10	-2.2	2	10	10
4	c1ccc(Oc2nc(NCc3ccco3)nc(NCc3ccco3)n2)cc1	-11	-0.4	7	-5	-6	1.2	6	3.6	-1
5	CC(C)OC(=O)c1c(NC(=O)CCC(=O)O)sc2c1CCCCC2	-15	0.0	12	-9	-2	0.8	0	1.6	-9
6	O=c1[nH]nc(Br)c(=O)n1C(c1ccccc1)c1ccccc1	x	26*	-14	16	x	x	x	x	28
7	COC(=O)c1ccc(Nc2cc(C)nc3ccccc23)cc1	-11	0.2	-5	-28	-10	-1.3	-25	1.9	-4
8	Cc1cc(N2CCN(S(=O)(=O)c3ccc(C)c(C)c3)CC2)c2ccccc2n1	16	5.3	-6	x	-11	1.5	-28	1.9	14
9	COC(=O)CCCC1=CC2=C(c3ccccc3)C(=O)C(C)(OC(=O)C3CCCC3)C(=O)C2=CN1c1ccc(OC)cc1 (stereo unspecified)	x	-0.7	-11	-12	0	-0.8	-6	-0.9	11
10	COc1ccc(NC(=S)N2CCCC2c2ccc(OC)c(OC)c2)cc1 (stereo unspecified)	-19	1.4	-13	-1	2	-0.8	-1	0.7	20
11	CCn1cc(CN2CCc3c([nH]c4ccccc34)C2c2ccc(F)c(OC)c2)c(C)n1 (stereo unspecified)	1	0.7	-6	24	-26	-1.5	-27	-1.3	18
12	Cc1noc(C)c1Cn1c(C)c(C(=O)NCc2ccc3c(c2)OCCO3)sc1=O	x	1.5	-11	-1	x	x	x	x	30
13	Cc1ccccc1CS(=O)(=O)c1cn(CC(=O)N2CCOCC2)c2ccccc12	-20	4.2	-10	15	-6	1.6	-10	3.8	12
14	CN(C)c1nc2n(c(=O)n1)CCO2	-7	0.1	-10	-5	-7	0.1	1	-0.1	21
15	O=C(Cn1nc(-c2ccccc2)ccc1=O)NCCN1CCN(c2cccc(Cl)c2)CC1	-11	3.7	-12	-1	-6	3.4	-23	3.9	19
16	COc1ccc(-c2cc(C(F)(F)F)nc(SCC(=O)Nc3cc(C)on3)n2)cc1	0	-0.1	-8	-6	-3	0.4	-16	1.2	-7
17	CC(NC(=O)Cc1cccs1)C(c1cccs1)N1CCN(c2ccccc2F)CC1 (stereo unspecified)	-8	0.3	13	-11	-4	-1.8	-19	0.0	-4
18	COc1ccc2c(ccc[n+]2CC(=O)c2ccc(C)cc2)c1	15	-0.1	11	-8	-14	0.6	-11	1.0	-19
19	O=C(NNC(=O)c1nn(-c2ccc(F)cc2)ccc1=O)Nc1cccc(Cl)c1	-7	0.3	-1	15	-8	0.0	-8	-0.3	-8
20	COC(=O)CN1C(=O)C(O)(CC(=O)c2cccc(Br)c2)c2ccccc21 (stereo unspecified)	5	1.5	-5	10	-4	2.1	-5	1.8	3
21	Cc1ccc(SCC(=O)N(C)CC(=O)Nc2cccc(F)c2)cc1	x	0.3	0	-20	2	-2.2	-20	-1.5	17
22	CCCCc1cc(=O)oc2cc(C)cc(OC(C)C(=O)NC(Cc3c[nH]c4ccc(O)cc34)C(=O)O)c12 (stereo unspecified)	-1	-0.5	7	6	-3	-0.9	-8	-1.1	-7
23	Clc1ccc(-c2nc3ccc(Br)cn3c2Cc2ccsc2)cc1	x	-0.2	0	-1	x	x	x	x	6
24	CC(C)CCNC(=O)NC(=O)COC(=O)C1=COCCO1	-17	0.4	-11	-4	-8	1.5	4	0.2	14
25	O=C(C1=C[C@@H](c2ccc3c(c2)OCO3)C[C@@H](OCc2ccc(CO)cc2)O1)N1CCOCC1	-15	0.7	-12	-15	-5	-0.1	-4	0.5	3
26	C=CCn1c(=O)c(C(=O)Nc2ccc(C)cc2)c(O)c2ccccc21	7	0.4	-2	-7	-20	1.5	-1	0.7	7
27	COc1ccc2cc(CN(CC3COCCO3)S(=O)(=O)c3ccccc3)c(=O)[nH]c2c1 (stereo unspecified)	-3	1.1	12	12	x	x	x	x	0
28	CCc1nc2c(OCc3ccc(Cl)cc3)cccn2c1N(C)C(=O)c1ccccc1F	x	0.9	-9	-27	x	x	x	x	18
29	Cc1sc2nc(CSCC(=O)Nc3ccccc3C#N)[nH]c(=O)c2c1C	12	-0.1	6	4	-4	0.1	-18	-0.2	8
30	CCCCN(C(=O)CCOc1ccc(OCC)cc1)c1c(N)n(Cc2ccccc2)c(=O)[nH]c1=O	x	0.2	-16	-5	x	x	x	x	20
31	Cc1cc(C)cc(NC(=O)NC2CCCCCCC2)c1	-2	1.0	-2	-30	x	x	x	x	-5
32	COc1ccc(NC(=O)c2sccc2-n2cccc2)cc1	0	0.8	-6	-23	-4	-2.6	-17	10	6
33	O=c1c2ccccc2c(C=Nc2cccc(S(=O)(=O)NC3=NCCCCC3)c2)c(O)n1Cc1ccccc1	8	-0.3	2	-15	-1	1.6	-12	1.2	9
34	Cc1oc(-c2ccccc2)cc1C(=O)Nc1ccccc1	-1	-0.2	4	32	-18	-2.4	-27	-0.9	-4
35	Cc1cc(NC(=O)CN2CCOCC2)n(-c2nc3ccccc3s2)n1	-7	x	x	18	-14	-0.4	-14	-0.3	x
36	Cc1oc(-c2cccs2)nc1CS(=O)CC(=O)NCCCOC(C)C (stereo unspecified)	6	-0.4	9	-6	1	-0.1	-6	0.1	-5
37	COc1ccc(CCNC(=O)CSc2nc(-c3ccc(OC)c(OC)c3)ccc2C#N)cc1	-10	-0.4	14	-1	-4	-0.9	-18	-0.7	-13
38	CC(=O)Nc1ccc(S(=O)(=O)N[C@@H](C)C(=O)N(C)Cc2cccs2)cc1	x	0.2	-16	-14	-3	-0.7	-4	-0.3	11
39	CCC(CO)NCc1ccc2c(c1)n(C)c(=O)n2C (stereo unspecified)	-4	0.3	-9	6	-1	0.1	2	0.7	11
40	CCN(CC(=O)Nc1c(F)cccc1F)C(=O)/C=C/c1ccc2ccccc2n1	x	-0.2	10	-12	21*	0.2	-19	-0.5	-20
41	O=C(NNC(=O)C1CC2CCC1C2)c1sc2ccccc2c1Cl (stereo unspecified)	-6	1.8	0	-7	-6	-2.2	-21	0.8	1
42	COc1cccc(CN(C)C(=O)c2cccc(S(=O)(=O)N3CCN(c4ccccc4)CC3)c2)c1	x	8.4	-9	20	x	x	x	x	18
43	Clc1ccc(-c2nc3n(n2)Cc2ccccc2-3)cc1	-5	-0.1	-13	-1	-1	0.1	-9	-0.1	17
44	O=C(Nc1ccc(F)cc1)c1ccccc1	-7	-0.1	-4	-2	4	-0.9	5	0.1	-4
45	Cc1ccc(-c2ccc(CO)o2)cc1N	-11	5.8	6	2	6	2.2	-9	0.2	14
46	CCc1cccc(NC(=O)Cn2c3[n+](c4ccc(C(F)(F)F)cc42)CCCCC3)c1	1	0.1	5	-23	2	0.8	-6	-0.8	13
47	COC(=O)C(C(=O)OC)C(C(=O)OC)C(C(=O)OC)C(=O)OC	-10	0.1	-6	-4	-16	0.6	-8	-0.3	10
48	CCc1nc2c(OCc3ccc(Cl)cc3Cl)cccn2c1N(C)C(=O)C(C)C	x	0.7	-6	-17	x	x	x	x	11
49	Cn1nc(C(=O)OCC(=O)c2ccc[nH]2)c2ccccc2c1=O	-6	0.4	6	-5	-6	0.1	-3	1.5	-3
50	CC1Sc2ccc(S(=O)(=O)CCC(=O)N3CCc4ccccc43)cc2NC1=O (stereo unspecified)	-21	9.2	-20	0	-11	4.6	-13	8.2	12
51	COc1ccc(CN2CCNC(=O)C2CC(=O)N(C)C2CCOCC2)c(F)c1 (stereo unspecified)	-14	0.8	-5	-14	-2	0.5	4	0.3	3
52	Cc1ccc(S(=O)(=O)N/N=C\c2ccc3c(c2)OCO3)cc1C	-17	0.5	-11	-4	-5	-0.6	-12	0.8	28
53	Cc1cccc(OCC(=O)Nc2cccc3nsnc23)c1	-4	1.2	-32	7	-12	-1.8	-17	-1.1	23
54	COc1ccc(CC(=O)NCc2nc(-c3ccccc3)no2)cc1	-8	1.4	-9	-33	-12	-0.8	4	-1.0	2
55	CN(Cc1ccccc1)S(=O)(=O)c1ccc(NC(=O)C2CCCCC2C(=O)O)cc1 (stereo unspecified)	x	0.6	-5	8	-3	1.1	-12	1.1	8
56	CCc1ccc(C(=O)NNC(=O)c2c(CC)noc2C)cc1	x	1.8	6	-7	-6	-1.2	-8	-0.3	0
57	CS(=O)(=O)c1ccc(-c2cnc3c(NC=O)cc(-c4ccsc4)cn23)cc1	x	3.6	11	-2	x	x	x	x	12
58	Cc1ccc(C(=O)Nc2ccc(N3CCN(C)CC3)cc2)cc1C	-6	-0.4	6	-6	-4	1.1	-21	-1.3	2
59	O=C(/C=C1\SC(=O)N(CC(=O)Nc2ccc(Cl)cc2)C1=O)Nc1ccc(F)cc1	1	11	1	8	-6	1.0	-4	0.0	25
60	CC1CC(C)CN(S(=O)(=O)c2ccc(NC(=O)C3CSC4(C)CCC(=O)N34)cc2)C1 (stereo unspecified)	x	-0.2	15	-33	-5	-1.1	-5	1.6	3

The list goes on:
entry	canonical_smiles	GPR7 antagonist	M1 ag parental	CHO-K1 Ca antag	TAAR1 antag	OXTR potentiator	OXTR ag	CHO parental Ca	V1aR counter	CHO-K1 Ca PAM
61	C#CCNC(=O)C1=C[C@H](c2cn(C(C)=O)c3ccccc23)C[C@H](OCc2ccc(CO)cc2)O1	38*	8.1	4	49*	-13	8.5	-9	4.4	-3
62	COc1cc(OC)cc(C(=O)Nc2cc(NC(=O)c3ccco3)ccc2OC)c1	-8	1.0	-13	-5	-11	-2.5	-13	-0.8	13
63	COc1cc(/C=C/C(=O)NCC2CCCCC2)cc(OC)c1OC	-10	5.5	-17	10	5	1.6	-20	2.1	6
64	Cc1nn(-c2ccc(N3CCOCC3)nn2)c(C)c1CCC(=O)Nc1ccc(F)cc1	-3	1.1	-9	-50	-3	2.5	-11	2.5	6
65	Cn1nc(-c2ccccc2)c2ncc(C(F)(F)F)cc21	4	-0.5	19	x	1	-1.6	-19	-0.9	3

An excerpt from above, limited to OXTR potentiator and GPR7 antagonist.
| nr | mol | OXTR potentiator | GPR7 antagonist |
| --- | --- | --- | --- |
| 61 | C#CCNC(=O)C1=C[C@H](c2cn(C(C)=O)c3ccccc23)C[C@H](OCc2ccc(CO)cc2)O1 | -13 | 38* |
| 62 | COc1cc(OC)cc(C(=O)Nc2cc(NC(=O)c3ccco3)ccc2OC)c1 | -11 | -8 |
